High-throughput results (PubChem BioAssay)
ASAP1 GAP inh: inhibitors of human ASAP1 ArfGAP activity, primary screen, biochemical, fluorescence polarization | Arf-GAP with SH3 domain, ANK repeat and PH domain-containing protein 1 (Homo sapiens), … | ASAP1-stimulated ARF1 GTP hydrolysis, GDP FP detection | inhibition, % at 16.5 µM | 360,000 compounds, 0.19% hits | AID 624377, 2012; in the data active = inhibition above about 25%;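 also: 0% = vehicle with enzyme and substrate and 100% = no enzyme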
ARFGAP1 inhibitor: inhibitors of rat ARFGAP1 GAP activity, primary screen, biochemical, fluorescence polarization, GDP tracer; inhibition, % at 16.5 µM; AID 651572, 2012; Arfgap1-stimulated ARF1 GTP hydrolysis, GDP FP detection; 360,000 compounds, 0.26% hits;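 active = inhibition above a per-plate limit, mean inhibition of low control wells plus 3 SD, cut at about 25% in these data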;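 also: 0% = DMSO wells with enzyme and 100% = wells lacking Arfgap1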
Target sequence (Q62848 1-136 limits assumed): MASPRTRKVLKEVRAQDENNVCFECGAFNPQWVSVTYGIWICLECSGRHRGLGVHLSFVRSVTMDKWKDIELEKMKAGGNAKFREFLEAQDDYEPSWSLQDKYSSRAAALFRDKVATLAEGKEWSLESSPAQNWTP
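Material: truncated rat Arfgap1 GAP domain; Incubation: compound-enzyme preincubation 20 min, reaction 120 min, detection 60 min, 25 °C; Read-out: percent inhibition of Arfgap1-stimulated GTP hydrolysis; Technique: FP, GDP Alexa 633 tracer displaced from anti-GDP antibody, 620/688 nm; Controls: No-Arfgap1 wells (100%) versus DMSO full-reaction wells (0%); Replication: single well per compound.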
ADAM10 inh: human ADAM10 inhibitors, primary screen, biochemical, QFRET, HTS | recombinant ADAM10, EDANS/DABCYL FRET peptide cleavage, 3 h | inhibition, % at 7 µM | 370,000 compounds, 0.62% hits;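 active = inhibition above a per-campaign cutoff equal to the mean of compounds falling between control-based bounds plus 3 SD, cut at about 20% in these data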;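 also: 0% = DMSO wells while the 100% control is not disclosed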
Tn6 DDE FP: inhibitors of Tn6 peptide binding to fibrin DD(E), primary screen, biochemical, fluorescence polarization, human fibrin, Tn6 probe | 370,000 compounds, 0.21% hits | Fibrin DD(E) TRITC-Tn6 fluorescence polarization displacement | inhibition, % at 8.3 µM;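 active = inhibition above a per-campaign cutoff: mean of compounds within control limits plus 3 SD, cut at about 15% in these data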;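 also: 0% = median of all compound wells on the plate and 100% = blocking peptide control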
LEDGF integ inh: blockers of LEDGF/p75-dependent integrase strand transfer – biochemical, TR-FRET, high throughput, primary screen; inhibition, % at 3.7 µM; 370,000 compounds, 0.64% hits; TR-FRET IN-LEDGF/p75 DNA integration, Eu/Cy5; HIV-1 integrase (with human LEDGF/p75); AID 743269, 2014;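 active = inhibition above the screen-wide mean plus 3 SD, cut at about 13% in these data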;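 also: signal is the Cy5 over europium emission ratio at 671 and 618 nm; 0% = plate median of compound wells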
PLCg1 inh: PLC-gamma1 enzyme inhibitors, primary screen, biochemical, fluorescence, purified enzyme | fluorogenic substrate | inhibition, % at 12.2 µM | 370,000 compounds, 0.84% hits | AID 720700, 2013; in the data active = inhibition above about 9.5%
DDE Tn7 FP inh: inhibitors of Tn7 peptide binding to fibrin DD(E), primary screen, biochemical, fluorescence polarization, human fibrin, Tn7 probe. inhibition, % at 8.3 µM. 370,000 compounds, 0.13% hits. FP displacement of FITC-Tn7 peptide from fibrin DD(E); 0% = median of compound wells per plate. AID 720508, 2013;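 active = inhibition above the mean of compounds falling within the control limits plus 3 SD of them, cut at about 14% in these data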;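 also: 0% = plate median of compound wells and 100% = 10 µM Aha-Tn7 peptide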
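Assay system: human fibrin DD(E). Input: DD(E) 2 µM final. Medium: Tris buffer with calcium and detergent, pH 7.8. Compound dosing: single point at 8.3 µM. Timing: 10 min plus 3 h, room temperature. Technique: fluorescence polarization of the labelled Tn7 tracer. Read-out: percent inhibition. Replicates: singlicate testing.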
TDP2 inh: human TDP2 enzyme inhibitors, primary screen, biochemical, epi absorbance, recombinant enzyme | 370,000 compounds, 0.34% hits | T5PNP hydrolysis, p-nitrophenol absorbance 415 nm | inhibition, % at 12.8 µM | Tyrosyl-DNA phosphodiesterase 2 (Homo sapiens), O95551 | AID 720702, 2013;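 active = inhibition above the mean of all tested compounds plus 3 SD, set per campaign, cut at about 25% in these data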;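 also: 0% = DMSO with enzyme and 100% = buffer with substrate but no TDP2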
Target sequence (O95551 whole entry, looked up): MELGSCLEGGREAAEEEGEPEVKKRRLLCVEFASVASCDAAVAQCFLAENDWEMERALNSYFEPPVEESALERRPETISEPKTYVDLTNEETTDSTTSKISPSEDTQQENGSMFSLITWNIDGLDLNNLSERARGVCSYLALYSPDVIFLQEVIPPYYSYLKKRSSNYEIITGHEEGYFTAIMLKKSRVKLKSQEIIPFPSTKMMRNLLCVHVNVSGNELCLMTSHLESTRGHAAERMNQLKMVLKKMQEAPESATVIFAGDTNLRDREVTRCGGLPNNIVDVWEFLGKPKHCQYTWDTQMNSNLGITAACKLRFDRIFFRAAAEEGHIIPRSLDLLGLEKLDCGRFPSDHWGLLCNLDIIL
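test system = human TDP2 enzyme | input = TDP2 enzyme at 120 nM final | medium = 50 mM Tris-HCl pH 7.5 with Mg2+, KCl, DTT, BSA | also added = T5PNP substrate, 5 mM | times = 2 h at 37 °C | technique = epi absorbance | benchmarks = high control without enzyme, low control DMSO plus TDP2 | replication = each compound tested once, singlicate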
ADAM17 inh: ADAM17 inhibitors, primary screen, biochemical, QFRET; Disintegrin and metalloproteinase domain-containing protein 17 (Homo sapiens), P78536; recombinant ADAM17, EDANS/DABCYL FRET peptide cleavage; inhibition, % at 6.95 µM; 370,000 compounds, 0.83% hits; AID 720648, 2013;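 active = inhibition above the mean of compounds lying between control limits plus 3 SD, set per campaign, cut at about 8.5% in these data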;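 also: 0% = DMSO-only wells as the low control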
proKLK7 act: proKLK7 zymogen activators, primary screen, biochemical, fluorescence intensity. purified proKLK7, EDANS-DABCYL substrate fluorescence; 100% is mature enzyme control, 0% vehicle. activation, % at 7 µM. 370,000 compounds, 0.9% hits. AID 652039, 2013;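 active = activation above the mean of all tested compounds plus 3 SD, computed per campaign excluding outliers beyond control limits, cut at about 13% in these data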
Target sequence (P49862 whole entry, looked up): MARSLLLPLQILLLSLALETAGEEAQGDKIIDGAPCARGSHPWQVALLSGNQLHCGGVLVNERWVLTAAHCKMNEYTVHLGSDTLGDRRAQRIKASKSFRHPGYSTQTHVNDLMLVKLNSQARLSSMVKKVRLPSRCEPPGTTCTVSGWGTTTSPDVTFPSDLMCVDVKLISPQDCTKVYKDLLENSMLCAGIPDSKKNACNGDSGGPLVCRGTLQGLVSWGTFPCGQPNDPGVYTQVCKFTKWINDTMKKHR
* marks the source's active call; other numbers are inactive results; i = inactive.

SMILES	ASAP1 GAP inh	ARFGAP1 inhibitor	ADAM10 inh	Tn6 DDE FP	LEDGF integ inh	PLCg1 inh	DDE Tn7 FP inh	TDP2 inh	ADAM17 inh	proKLK7 act
CCOc1ccc(OCC)c(NC(=O)CN(c2ccc(OC)cc2)S(=O)(=O)c2c(C)noc2C)c1	-12.4	-3.2	11.4	0.8	-2.5	-0.3	-3.4	-7.0	1.6	0.7
COc1ccc(CCNC(=O)CS(=O)(=O)c2cn(CC(=O)N3CCOCC3)c3ccccc23)cc1OC	1.3	4.2	5.4	7.7	3.7	-2.9	1.1	9.3	1.6	0.4
Cc1ccccc1-c1n[nH]c(=S)n1/N=C/c1ccc(-c2ccccc2Br)o1	7.3	-1.0	-0.6	6.0	2.7	3.5	1.0	-6.3	1.6	0.1
CC1Oc2ccc(C#N)cc2N(Cc2cccc(F)c2)C1=O (centres undefined)	1.1	3.5	-14.6	5.2	-2.7	-2.0	5.6	-3.0	-0.1	-0.2
COc1ccc(N2c3ccccc3CN(Cc3ccccc3)[C@@H](C)[C@H]2Cc2ccc(-c3ccccc3)cc2)cc1	1.6	5.3	2.7	1.0	-0.1	4.2	-8.5	4.3	1.4	-0.1
O=C(CN(Cc1ccccc1)C(=O)CCC(=O)Nc1ccccn1)NCc1ccco1	4.3	13.5	3.8	-3.8	0.9	-3.6	-5.1	2.1	-5.5	-0.1
COC(=O)N/N=C/c1ccc([N+](=O)[O-])o1	17.9	-2.8	-52.3	-9.7	8.8	-22.0	-2.2	-5.6	-15.3	-1.2
CC1(C(=O)Nc2cccc(OC(F)(F)F)c2)Cc2c(-c3ccc(C(N)=O)cc3)ccnc2O1 (centres undefined)	-8.2	-2.3	4.2	0.8	3.1	8.1	3.2	-12.8	3.5	0.4
O=C(Oc1cccc(C(=S)N2CCOCC2)c1)c1cc([N+](=O)[O-])cc([N+](=O)[O-])c1	2.9	-3.6	2.4	-11.0	0.6	-1.4	-8.7	-0.4	1.8	-0.2
CCOC(=O)COc1cccc2c(=O)n(CC(=O)N3CCc4ccccc43)ccc12	2.9	1.7	-5.6	6.2	2.8	-1.2	6.3	-10.5	-2.5	-0.1
COc1ccccc1CNC(=O)CSc1nnc2c(Cl)cc(C(F)(F)F)cn12	-11.5	-5.8	-1.6	-0.4	2.6	-1.4	-7.4	-8.0	-1.9	-0.2
CCOc1ccc(-c2ccc(/C=C3/C(=N)N4C(C)=CSC4=NC3=O)o2)c([N+](=O)[O-])c1	-0.1	7.2	-5.1	8.4	1.3	-8.3	5.6	-7.8	-0.3	0.3
CC1CCCCC12NC(=O)N(CC(=O)OCc1c(F)cccc1Cl)C2=O (centres undefined)	13.5	0.3	-4.2	0.8	-1.0	-0.5	5.5	-2.8	-3.8	-0.3
O=C(NCCc1c[nH]c2ccccc12)C1CCN(Cc2ccc(Br)cc2)CC1	-2.4	7.6	2.2	-2.7	5.3	3.0	1.4	-10.2	2.5	0.1
COc1cc(/C=C2/N=C(c3ccccc3F)OC2=O)cc(Cl)c1OS(C)(=O)=O	0.8	-1.7	-12.0	-0.5	-1.6	1.1	-0.5	-3.3	0.4	0.2
CCOC(=O)CC1=C(C(=O)OCC)C(c2ccc(C)o2)C(C#N)=C(N)O1 (centres undefined)	0.9	4.3	-12.7	-4.3	0.1	-22.1	5.9	2.6	-8.1	0.5
O=C(c1ccccc1)C(CCc1ccccn1)CCc1ccccn1	5.9	-2.3	-13.5	-2.7	-5.3	3.0	-1.4	5.1	-6.8	-0.3
COc1ccc([N+](=O)[O-])cc1NC(=O)CSCc1ccccc1	0.5	-4.1	5.6	2.6	0.9	2.4	4.4	9.1	1.2	0.1
CC(Nc1ccc(Cl)c(Cl)c1)C(=O)NN (centres undefined)	3.0	-1.0	1.6	-3.7	0.3	1.3	-2.8	5.7	-2.4	0.1
CCNc1ncnc2c1cnn2C	-3.6	1.0	0.5	-3.0	-1.2	1.1	-5.0	3.0	-3.6	-0.2
CC1CC(C)C[N+](=C2C=C(N3CCCC3)CC(C)(C)C2)C1 (centres undefined)	-5.0	8.6	1.1	4.1	2.1	2.3	2.2	5.2	0.0	0.0
CCC(=O)n1nc(-c2ccccc2)nc1NCc1ccccc1	6.8	9.9	-6.5	-10.8	-2.4	4.4	3.0	-1.9	-5.5	-0.1
Nc1ccc(OCC(O)C[n+]2ccc(CCS(=O)(=O)[O-])cc2)cc1 (centres undefined)	3.0	6.6	-5.3	-4.6	1.0	0.4	1.6	4.7	-3.0	0.1
CCNC(=O)C1CCCN(C(=O)c2ccc(C)c(F)c2)CC1 (centres undefined)	-4.3	-8.7	-6.6	6.4	-2.9	1.5	2.2	5.0	-3.5	0.3
CCCCCCCCNS(=O)(=O)CCNCCCC	1.8	0.2	-19.1	-0.8	-3.6	-0.1	1.2	-6.2	-4.7	0.3
CC1=C(C(=O)Nc2cc(C(=O)NCc3ccccc3)ccc2C)SCCO1	-3.5	3.6	3.3	-12.7	0.7	3.7	0.2	-7.9	1.3	0.5
COCCNC(=O)Cn1ccc2cc(S(=O)(=O)N3CCCCC3)ccc21	-1.3	0.6	0.9	-4.0	-1.2	0.7	7.9	0.0	-3.8	-0.5
OCCN(Cc1ccccc1)Cc1ccc(C(F)(F)F)cc1	-4.2	-2.3	0.1	3.0	1.9	0.1	0.1	-1.5	-1.7	0.2
Cn1c(=S)ccc2ccccc21	9.7	2.4	-1.2	0.3	-0.8	1.8	-3.6	-5.7	-0.1	0.0
CN(C(=O)COC(=O)c1ccccc1SCC(=O)NC1CCCCCCC1)C1CCS(=O)(=O)C1 (centres undefined)	6.9	16.5	2.5	1.3	-3.0	-1.8	-0.7	-3.6	0.9	-0.2
COc1ccc(Cl)cc1NC(=S)N(CCN1CCOCC1)C1CCN(C(C)=O)CC1	11.1	3.4	-3.9	-2.6	1.5	1.9	5.6	-1.7	-2.4	0.0
CC1CCc2c(sc3nc(CN4CCOCC4)nc(Sc4ccccc4)c23)C1 (centres undefined)	-2.9	-10.5	-4.5	2.4	1.0	-0.9	-1.9	5.0	-3.9	-0.6
CCCS(=O)(=O)c1c(S(=O)(=O)CCC)c2ccc(C(N)=O)cn2c1C(=O)OC	1.4	1.6	-118.0	-2.4	-1.2	-18.3	1.7	1.5	-38.6	3.9
CSc1ccccc1C(=O)NCCOc1cccc(C)c1	0.8	1.6	-1.0	8.8	0.1	-0.8	3.6	18.2	-1.5	-0.5
CN(C)S(=O)(=O)c1ccc(/C(O)=C2/C(=O)C(=O)N(Cc3cccnc3)C2c2ccco2)cc1 (centres undefined)	5.6	0.5	0.4	1.4	0.6	-1.8	-0.9	2.4	12.3*	0.0
O=c1c2ccccc2cnn1-c1nc2ccccc2[nH]1	4.0	5.6	-317.1	-4.1	-1.4	i	4.3	-4.6	-123.9	4.3

Reformatted: results already given
ASAP1 GAP inh | ARFGAP1 inhibitor | ADAM10 inh | Tn6 DDE FP | LEDGF integ inh | PLCg1 inh | DDE Tn7 FP inh | TDP2 inh | ADAM17 inh | proKLK7 act | molecule
4.3 | 13.5 | 3.8 | -3.8 | 0.9 | -3.6 | -5.1 | 2.1 | -5.5 | -0.1 | O=C(CN(Cc1ccccc1)C(=O)CCC(=O)Nc1ccccn1)NCc1ccco1
17.9 | -2.8 | -52.3 | -9.7 | 8.8 | -22.0 | -2.2 | -5.6 | -15.3 | -1.2 | COC(=O)N/N=C/c1ccc([N+](=O)[O-])o1

More structures follow:
SMILES	ASAP1 GAP inh	ARFGAP1 inhibitor	ADAM10 inh	Tn6 DDE FP	LEDGF integ inh	PLCg1 inh	DDE Tn7 FP inh	TDP2 inh	ADAM17 inh	proKLK7 act
CC(NC(=O)NC(=O)c1ccc(Cl)cc1Cl)C1CC1 (centres undefined)	4.7	-5.8	-4.1	-2.8	-2.0	-1.8	2.7	-3.5	-3.5	-0.1
CCOC(=O)C1CCN(C(=O)CN(c2cc(Cl)ccc2OC)S(=O)(=O)c2ccccc2)CC1	5.8	-2.7	-1.4	5.1	0.0	-0.7	-2.0	4.2	-3.5	-0.1
Nc1nnc(CCS(=O)(=O)c2cc(Cl)ccc2Cl)s1	-3.1	-12.2	-0.5	-4.1	1.4	3.1	-0.1	12.0	-4.9	-0.8
N#CCCN(Cc1ccccc1)C(=O)c1cccs1	1.4	0.7	-2.8	-5.2	-2.3	2.3	-2.7	-1.4	1.4	-0.1
CCN1C(=O)[C@H]2[C@@H](c3ccc(C)cc3)N[C@]3(CCCN(Cc4ccc(OC)cc4)C3=O)[C@H]2C1=O	-9.4	1.8	2.0	4.0	4.3	2.4	1.8	4.0	-2.1	0.5
Cc1cccn2c(=O)c(C(=O)NC3CCCCC3)c(O)nc12	0.1	9.1	-28.2	-4.6	-1.9	-8.2	0.2	6.1	-7.7	-1.3
NC(=S)Nc1cc2ccccc2c2ccccc12	0.9	-1.6	-109.4	-3.8	-2.3	-27.8	-0.1	-4.7	-27.0	14.1*
O=C(c1ccccc1)C(O)C(c1ccccc1)N1CCOCC1 (centres undefined)	4.5	6.3	-2.2	-3.0	1.3	1.7	-4.1	6.2	3.3	-0.6
CC(C)NC(=O)N(C)C[C@H]1Oc2ccc(NC(=O)C3CCCCC3)cc2C(=O)N([C@H](C)CO)C[C@@H]1C	18.1	-0.2	6.1	5.5	0.3	-1.7	5.9	6.8	-2.7	0.1
CC(C)CCOC(=O)C1C2C=CC3(CN(Cc4cccs4)C(=O)C13)O2 (centres undefined)	7.9	-1.6	-9.2	-3.7	-0.4	0.2	8.2	-0.5	-1.2	0.4

Shown as a hit in proKLK7 act, of those listed so far:
SMILES	ASAP1 GAP inh	ARFGAP1 inhibitor	ADAM10 inh	Tn6 DDE FP	LEDGF integ inh	PLCg1 inh	DDE Tn7 FP inh	TDP2 inh	ADAM17 inh	proKLK7 act
NC(=S)Nc1cc2ccccc2c2ccccc12	0.9	-1.6	-109.4	-3.8	-2.3	-27.8	-0.1	-4.7	-27.0	14.1*
